# Assay outcomes as filed in PubChem BioAssay.
# m-calpain inh: inhibitors of pig calpain II, primary screen, biochemical, fluorogenic peptide substrate, 1536-well. purified calpain II, 30 min. inhibition, % at 16 µM. actives 0.37% (n = 220,000);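 active = inhibition above about 50%, limit read from the data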
# EP2 modulator: EP2 receptor modulators, cAMP readout, primary screen, cell-based, HTRF cAMP, PGE2 stimulation. actives 0.83% (n = 260,000). induction, % at 25 µM. Prostaglandin E2 receptor EP2 subtype (Homo sapiens), P43116. EP2-expressing cells, cAMP HTRF FRET, PGE2 co-stimulation;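 active = compounds whose cAMP rise, as percent of the full-agonist control response, exceeds 60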;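 also: rat C6 glioma line stably carrying human EP2 under a CMV promoter; the protocol text gives 20 µM as final concentration; 100% = response of wells given 1 µM PGE2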
# Target sequence (P43116 whole entry, looked up): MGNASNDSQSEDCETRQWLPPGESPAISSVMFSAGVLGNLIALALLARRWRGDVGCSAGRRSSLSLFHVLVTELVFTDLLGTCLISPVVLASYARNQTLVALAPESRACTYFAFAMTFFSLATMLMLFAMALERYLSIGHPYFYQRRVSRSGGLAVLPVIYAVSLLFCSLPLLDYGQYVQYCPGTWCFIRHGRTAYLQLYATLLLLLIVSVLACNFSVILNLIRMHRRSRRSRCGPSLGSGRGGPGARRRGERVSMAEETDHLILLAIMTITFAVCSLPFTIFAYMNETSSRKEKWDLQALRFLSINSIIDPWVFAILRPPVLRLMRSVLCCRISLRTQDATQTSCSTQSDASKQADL
# Hck Nef HTS: inhibitors of Nef-activated human Hck kinase, primary screen, biochemical, Z-Lyte FRET, 384-well, Hck-YEEI; inhibition, % at 20 µM; actives 0.68% (n = 220,000); Tyrosine-protein kinase HCK (Homo sapiens), P08631; Recombinant Hck-YEEI plus Nef, Z-Lyte FRET kinase assay;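 active = Hck-Nef kinase inhibition above about 50%, limit read from the data; inactive = inhibition below that limit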;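 also: 0% = DMSO with Hck plus Nef and 100% = Hck alone without Nef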
# 14-3-3 Bad inh: inhibitors of 14-3-3 zeta/Bad binding, primary screen, biochemical, TR-FRET, bovine 14-3-3 zeta | 14-3-3 protein zeta/delta (Bos taurus), P63103 | TR-FRET 14-3-3zeta/Dy647-pBad peptide displacement, 1 h | inhibition, % at 21.7 µM | actives 0.71% (n = 220,000) | AID 781, 2007;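 active = inhibition above about 70%, limit read from the data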;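 also: 0% = full 14-3-3 plus peptide FRET controls and 100% = background without 14-3-3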
# Target sequence (P63103 whole entry, looked up): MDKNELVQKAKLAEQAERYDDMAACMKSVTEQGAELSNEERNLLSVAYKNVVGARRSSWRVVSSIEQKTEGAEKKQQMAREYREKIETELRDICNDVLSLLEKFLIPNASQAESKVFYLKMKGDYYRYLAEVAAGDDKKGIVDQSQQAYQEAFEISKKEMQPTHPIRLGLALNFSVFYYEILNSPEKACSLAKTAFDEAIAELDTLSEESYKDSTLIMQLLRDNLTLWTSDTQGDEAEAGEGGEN
# eIF4E 4G PPI: eIF4E–eIF4G protein interaction inhibitors, primary screen, biochemical, uHTS, TR-FRET, eIF4GI fragment; inhibition, % at 21.7 µM; TR-FRET eIF4E-eIF4GI(517-606) binding, 2 h; Eukaryotic translation initiation factor 4E (Mus musculus) + Eukaryotic translation …; actives 0.37% (n = 220,000);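 active = inhibition above about 30%, limit read from the data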;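 also: 0% = full FRET control wells and 100% = background wells lacking eIF4GI fragment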
# Rad51 HR inh: human RAD51 strand exchange inhibitors, primary screen, biochemical, fluorescence. inhibition, % at 10 µM. actives 0.085% (n = 200,000). DNA repair protein RAD51 homolog 1 (Homo sapiens), Q06609. hRad51 DNA strand exchange, fluorescence dequenching;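 active = inhibition above 40% at the single screening dose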;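 also: 0% = DMSO control wells and 100% = blanks with heterologous ssDNA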
# Target sequence (Q06609 whole entry, looked up): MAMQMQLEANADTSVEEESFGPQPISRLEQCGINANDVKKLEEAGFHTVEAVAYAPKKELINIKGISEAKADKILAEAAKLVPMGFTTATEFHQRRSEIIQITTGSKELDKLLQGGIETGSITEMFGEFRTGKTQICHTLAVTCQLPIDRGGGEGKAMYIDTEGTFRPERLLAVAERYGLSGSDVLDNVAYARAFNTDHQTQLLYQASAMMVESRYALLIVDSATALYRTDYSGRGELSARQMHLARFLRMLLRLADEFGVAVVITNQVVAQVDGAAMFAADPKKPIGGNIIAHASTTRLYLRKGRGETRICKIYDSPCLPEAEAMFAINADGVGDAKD
#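 Test system – preformed human Rad51 ssDNA filaments · Reagent – Donor/quencher-labelled 47-bp dsDNA substrate · Incubation – 37 °C 15-min filament assembly, 30-min compound preincubation, 15-min exchange · Signal – FRET fluorescence dequenching, excitation 485 nm, emission 520 nm · Read-out – percent inhibition from fluorescence, normalised to plate control and blank means · Benchmarks – plate control and blank wells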
# EP2 antag: human EP2 receptor antagonists, primary screen, TR-FRET cAMP, C6 glioma cells; AID 1422, 2008; inhibition, % at 25 µM; C6 glioma cells expressing human EP2; cells stimulated with saturating PGE2; Prostaglandin E2 receptor EP2 subtype (Homo sapiens), P43116; actives 0.52% (n = 260,000);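 active = percent inhibition above 40 after rounding to a whole number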;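 also: rat C6 glioma host cells with rolipram phosphodiesterase inhibitor present; the protocol text gives 20 µM as final concentration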
# Tb hexokinase: Trypanosoma brucei hexokinase 1 inhibitors, primary screen, biochemical, G6PDH-coupled NADH absorbance, MLSCN library. recombinant TbHK1, G6PDH-coupled NADH A340. inhibition, % at 10 µM. actives 0.11% (n = 220,000). AID 1430, 2008;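 active = inhibition of 50% or more in the single-dose primary screen; inactive = inhibition below 50%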
# zVAD death inh: inhibitors of zVAD-triggered necroptosis, primary screen, L929 cells. L929 zVAD necroptosis rescue, ATP luminescence, 24 h; with zVAD 60 µM. viability rescue, % at 10 µM. actives 0.38% (n = 220,000). AID 1377, 2008;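 active = activation, scaled between plate controls, above about 75%, limit read from the data; inactive = activation under that limit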;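 also: 0% = zVAD with DMSO and 100% = DMSO alone without zVAD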
# Active calls of the source: *; i = inactive; nt = not tested or not shown; & = joins results of further samples; [ ] = another dose, or the depositor's remark.
# Fields: 14-3-3 Bad inh	m-calpain inh	EP2 antag	Rad51 HR inh	EP2 modulator	zVAD death inh	Hck Nef HTS	eIF4E 4G PPI	Tb hexokinase
- COc1ccc2c(c1)C1NC(=S)NC(C)(O2)C1C(=O)Nc1ccccc1C (stereo not given)
  3	-3	9	-3	-14	-0.2	1	-10	-3
- Cc1c(C(=O)NCc2ccccc2Cl)oc2c1C(=O)CCC2
  -10	16	4	-6	11	-0.2	0	3	6
- COc1ccc(CN(Cc2cccn2C)C(=O)c2cc3cc(OC)ccc3[nH]2)cc1
  -18	-41	7	nt	-8	-0.3	27	-14	-11
- COc1ccc(OC)c(Cc2nnc(CCC(=O)NC(C3CC3)C3CC3)o2)c1
  -4	-22	8	-4	-3	2.1	21	-1	-9
- O=C(NCCCN1CCOCC1)c1ccc(CS(=O)(=O)c2cccc(C(F)(F)F)c2)o1
  4	-22	4	9	-24	0.0	2	3	-4
- Cc1ccc(S(=O)(=O)NCC2CCC(C(=O)NCc3ccc4c(c3)OCO4)CC2)cc1 (stereo not given)
  8	25	18	2	-6	-0.5	-2	-4	-11
- CC(=O)OCC(=O)[C@@]1(O)CC[C@H]2[C@@H]3CCC4=CC(=O)C=C[C@]4(C)[C@@]3(Cl)[C@@H](Cl)C[C@@]21C
  2	6	9	-6	7	71	23	-17	-3
- O=C(CCCCCNc1nc(=S)[nH]c2ccccc12)NCCc1c[nH]c2ccccc12
  -18	25	3	nt	-91	1.7	0	-5[fluorescence artefact?]	0
- O=C(CN1C(=O)c2ccccc2C1=O)Nc1cc([N+](=O)[O-])ccc1O
  0	15	1	3	20	0.6	-11	2	-5
- CCOc1ccccc1CNCCNCC(C)O (stereo not given)
  1	-14	2	nt	13	0.0	10	0	1
- Cc1nn(Cc2ccccc2)c(C)c1C(=O)OCC(=O)c1cc(C)n(C2CC2)c1C
  -12	20	7	nt	-8	0.6	0	1	-3
- COCCNC(=O)/C(C#N)=C/c1ccc(N2CCOCC2)o1
  -12[fluorescence artefact?]	-2	9	-261	16	0.6	0	4	1
- Cc1ccc(S(=O)(=O)CCC(=O)OCC(=O)c2c(C)[nH]c3ccccc23)cc1
  11	8	5	-2	-2	4.2	1	2	4
- Nc1cc(N)c(OCC(F)(F)F)cc1OCC(F)(F)F
  -12	8	13	-15	-57	0.4	-1	-11	-9
- CS(=O)(=O)Nc1cccc(C(=O)CC2(O)C(=O)Nc3ccc(Br)cc32)c1 (stereo not given)
  -10&-6	-5&-22	6	2	-4&-11	2.1	1	-1&-2	-2
- C/C(=N\N)c1c(-c2ccccc2)c2cc(Br)ccc2[nH]c1=O
  0	-21	11	-1	23	5.0	21	-5	-12
- COc1ccc(C2OC34CCCCC3C(C#N)(C#N)C2(C#N)C(=N)O4)cc1 (stereo not given)
  15[fluorescence artefact?]	-99	5	18	16	0.6	1	5	0
- Cn1c(=O)c2c(nc(NCc3ccco3)n2Cc2ccc(Cl)cc2Cl)n(C)c1=O
  4	3	4	-3	47	-0.1	4	9	34
- O=C(CN1CCOCC1)Nc1ccc(S(=O)(=O)NC2CCCCC2)cc1
  9[fluorescence artefact?]	-50	20&5	13	-30&-29	0.0	0	-2	11
- Cc1ccc(N2CCN(C(=O)c3ccccc3Br)CC2)c(C)c1
  -6	-2	10	-4	42	-0.3	-7	-3	0
- CCOC(=O)c1oc2nc(CC(C)C)c3c(c2c1N)CCC3
  -1	i	13	-1	15	0.6	0	-1	-14
- O=C(O)COc1ccccc1/C=N/NC(=O)/C(=C\c1ccc2c(c1)OCO2)NC(=O)c1ccccc1
  8	-34	12	-2	24	1.9	5	2	-44
- COc1cc(NC(=S)Nc2cccnc2)cc(OC)c1
  -16	-19	10	-9	5	-0.1	0	7	-6
- CCOc1ccccc1C(=O)Nc1nnc(CC)s1
  1[fluorescence artefact?]	9	11	0	4	-0.1	-7	0[fluorescence artefact?]	5
- NC(=O)[C@@H]1CCCNc2c(I)cc([N+](=O)[O-])cc2C(=O)N[C@@H](CCCN=C(N)N)C(=O)N[C@@H](CCCN=C(N)N)C(=O)N1
  -2[fluorescence artefact?]	-8	5	-1	17	2.3	-16	1[fluorescence artefact?]	12
- CCOC(=O)c1cn2nc(Oc3cccc(F)c3)ccc2n1
  -5	-32	9	-3	-46	-0.2	2	3	-12
- Cn1c(=O)[nH]c(=O)c2c1nc(N1CCOCC1)n2CCSc1nc2ccccc2[nH]1
  5	-15	9	-36	21	0.6	1	-18	1
- O=C1/C(=C\c2cccs2)SC(=S)N1C1CCS(=O)(=O)C1 (stereo not given)
  -16	-12	6	-1	-95	0.4	45	-4	-3
- Cc1cc(C(=O)N/N=C/c2ccccc2)c(C)o1
  1	5	10	nt	-21	0.7	13	3	-7
- c1ccc(-c2nc(-c3ccncc3)no2)cc1
  -15	-16	27	-3	-9	0.0	0	-2[fluorescence artefact?]	0
- COc1ccc(Nc2ccc(Nc3ccc(OC)cc3)nn2)cc1
  -15	20	5	2	9	2.1	-2	0	-1
- C=CCn1c(CCNC(=O)c2cccs2)nnc1SCC(=O)c1ccc(Br)cc1
  10	35	4	3	-24	0.2	3	3	1
- CCN1C=CC(=C2C(=O)c3ccccc3C2=O)C=C1
  4	-5	1	-2	17	37	4	0	-9
- O=C(O)CCC(=O)CCC(=O)c1ccccc1
  -3	-29	6	6	13	-0.1	1	-3	-4
- COc1ccc2c(-c3ccccc3)cc(SCC(N)=O)nc2c1
  26	-8	6	9	41	-0.8	20	-13	-14
- CN(C(=O)CSc1nnc(-c2ccccc2)n1C)C1CCS(=O)(=O)C1 (stereo not given)
  18	28	5	5	-2	0.5	15	1	10
- CCOc1ccc(N2CC(C(=O)Nc3ccc(S(=O)(=O)Nc4ncccn4)cc3)CC2=O)cc1 (stereo not given)
  -4	-30	14	-7	5	-0.2	4	-4	-8
- Cc1cccc(C)c1-n1c(=O)n(Cc2ccccc2)c(=O)c2[nH]cnc21
  -6	-13	9	nt	-18	0.0	16	-2	-18
- Cn1c2ccccc2c2nnc(SCc3nnc(-c4ccccc4)o3)nc21
  2	3	7&2	12	-83&-72	-0.2	15	-4	-8
- O=C(NCc1ccc(N2CCCC2=O)cc1)Nc1cccc2ccccc12
  13	-11	10&17	9	-21&-3	0.5	0	-4	-5
- Cc1ccc(S(=O)(=O)N2CCN(S(=O)(=O)c3ccccc3)C2c2ccc(N(C)C)cc2)cc1 (stereo not given)
  -11	-25	8	-4	46	-1.2	-23	1	6
- Cc1ccc(-c2nnn(CC(=O)N(CC3CCCO3)C(C(=O)NC(C)(C)C)c3ccc(F)cc3)n2)o1 (stereo not given)
  -2	9	4	-3	33	-0.4	2	0	5
- Cn1nccc1NC(=O)Nc1ccc(OC(F)(F)F)cc1
  3	-18	5	nt	-14	-0.1	20	-6	-1
- CCCSc1ccc(C(=O)Nc2ccc(F)cc2F)cn1
  -4	-23	24	11	-15	9.2	-6	-8	-3
- Nn1cnnc1N/N=C/c1ccc(Cl)c([N+](=O)[O-])c1
  -11	-9	6	-2	-83	0.4	26	-1	9
- COc1ccc(NC(=S)Nc2cccc([N+](=O)[O-])c2)cc1
  -2	-4	4	0	-28	0.9	2	2	1
- Cc1cc(=O)nc2c3ccccc3n(CC(=O)Nc3ccccc3Br)n12
  0	-20	4	nt	-6	-0.1	0	-5	-10
- COc1ccc(Cl)cc1NC(=O)c1ccoc1C
  -7	13	6	-4	17	0.6	4	6	2
- O=C(CCN1C(=O)c2ccccc2C1=O)Nc1ccc(-c2nc3ccccc3s2)cc1
  3	-7	7	-2	8	3.1	0	-3	-21
- CC(C)(C)NC(=O)/C(=C\c1cccnc1)NC(=O)c1ccco1
  -4	-24	9	0	4	1.3	21	-1	2

# (listing goes on)
# Fields: 14-3-3 Bad inh	m-calpain inh	EP2 antag	Rad51 HR inh	EP2 modulator	zVAD death inh	Hck Nef HTS	eIF4E 4G PPI	Tb hexokinase
- COC(=O)Cn1cccc1C(=O)c1ccccc1
  7	-5	4	-7	23	0.6	0	5	-6
- Cc1cc(Cl)ccc1NC(=S)NCCCN1CCCC1=O
  6[fluorescence artefact?]	-9	0	-34	11	0.8	2	13[fluorescence artefact?]	2
- COc1cc(/C=N/Nc2nc(=O)[nH]nc2C)ccc1O
  -7	-8	8	nt	8	1.6	-43	-3	-49
- CCOC(=O)CSc1nc(N2CCOCC2)c2c(c1C#N)CC(C)(C)N(C)C2
  -5	-55	4	-3	2	-1.2	0	-10	-14
- O=S1(=O)C=C(N2CCCCC2)c2ccccc21
  -8	-15	7	1	32	-0.2	0	-3	2
- CCn1c(SCC(=O)NCc2cccs2)nnc1-c1ccncc1
  -18[fluorescence artefact?]	-3	9	-1	7	-0.2	0	3	-2
- CC(C)Cn1c(-c2ccccc2)nc2ccccc2c1=O
  -2[fluorescence artefact?]	18	7	-5	21	0.3	0	-1	8
- COc1ccc(NC(=S)Nc2cccc(C)n2)cc1
  -2	27	9	-9	-7	-0.3	-15	-1	-7
- Cc1ccc(C)c2[nH]c(=O)c(CCNC(=O)C(C)(C)C)cc12
  3	-38	11	-9	-15	1.5	21	-2	-15
- COc1ccc2[nH]c(=O)c(CN(Cc3cccs3)S(=O)(=O)c3cccc4nsnc34)cc2c1
  -12	-29	0&27	-1	-9&-19	-0.4	-21	-11	-5
- Cc1ccc(NC(=O)CSc2nnc(Cn3cnc4ccccc43)o2)cc1
  16	-34	1	6	10	-0.1	0	4	4
- CC(C)(C)NC(=O)C(=O)N/N=C/c1cccs1
  3	-31	15	-6	7	0.0	0	5	-28
- O=C(c1cc2ccccc2c(=O)o1)N1CCCc2ccccc21
  -11	-6	9	1	2	-0.4	0	9	-11
- O=[N+]([O-])c1ccccc1S(=O)(=O)N1CCN(Cc2ccsc2)CC1
  3	1	7	7	-9	1.2	-19	2	-5
- Cc1ccc(-c2nnc3ccc(SC(C)C(=O)O)nn23)cc1 (stereo not given)
  6	-153	11	-7	7	2.7	0	-1	-6
- C/C(=C\C(=O)c1cccnc1)Nc1ccc(O)cc1
  -1	19	4	3	-1	-0.8	4	0[fluorescence artefact?]	-63

# Some of the compounds tested; count on the stated rates, not on these rows.
